Screening results deposited in PubChem by Sanford-Burnham Center for Chemical Genomics.
HT1080 cytotoxicity = cytotoxicity in HT1080 fibrosarcoma cells, cell-based, fluorescence readout (AID 620). HT1080 viability, fluorescence; higher % means a stronger effect. cytotoxicity, % at 10 µM; hits with a dose series show EC50 in µM. 0.42% of 87,000 active; in the data active = cytotoxicity above about 50%;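 also: cells exposed to compound overnight then 4 h with Alamar Blue; 0% = vehicle DMSO and 100% = killing control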
* = called active by the depositor. The list is partial (hit frequency here may not be typical).

SMILES	HT1080 cytotoxicity
C=CCn1c2ccccc2c2nnc(SCC(=O)Nc3cc(C)on3)nc21	-5.4%
O=C(COc1ccc(S(=O)(=O)N2CCCCC2)cc1)NCc1cccnc1	-11.5%
COC(=O)C1=C(O)/C(=C\c2ccc(O)c(OC)c2)N=C1C	4.9%
O=C(CCCN1C(=O)c2ccccc2C1=O)N1CCc2ccccc2C1	-5.9%
COc1ccc2c(c1)c1ncn(CCCN3CCOCC3)c(=O)c1n2C	-11.5%
CCc1nc2c(C#N)c(-c3ccc(Cl)cc3)ccn2n1	5.3%
CC(NC(=O)c1ccc(N2CCCC2=O)cc1)c1ccccc1 (stereo unspecified)	-4.5%
Cc1cccc(N2CC(O)=C(c3nc4ccccc4n3C)C2=N)c1	8.4%
COc1ccc([C@H]2[C@H](C(=O)C(C)(C)C)N3N=Cc4ccccc4C3[C@]23N=C(c2ccccc2)OC3=O)cc1 (stereo partly specified)	-5.3%
O=C(Cc1ccccc1)NC(NNc1ccccc1)(C(F)(F)F)C(F)(F)F	-6.7%
OCc1nnc2c3ccccc3c(-c3ccccc3)nn12	-2.8%
CCOc1ccc(C(C(=O)NC2CCCCC2)N(C(=O)c2ccco2)c2ccc(-n3cnnn3)c(C)c2)cc1 (stereo unspecified)	-0.5%
Cn1nc(-c2ccccc2)c(CSc2ccccc2Cl)c1Cl	2.3%
CN(C)C(=O)CSc1nnc(Cc2ccccc2)n1Cc1ccco1	-10.8%
COc1ccccc1NC(=O)CC(NCCN(C)C)C(=O)O (stereo unspecified)	4.3%
CCOC(=O)c1nnc(-c2cccs2)nc1Oc1ccccc1C(=O)OC	-3.1%
Cc1[nH]n(-c2ccccc2)c(=O)c1-c1ccc(Cl)cc1	5.3%
FC(F)(F)c1cc(-c2ccccc2)nc(N2CCOCC2)n1	-22.8%
COC(=O)Cc1c(C)c2ccc(OCc3nn[nH]n3)c(C)c2oc1=O	-13.7%
O=C1CC(=C2c3ccccc3-c3ccccc32)C(=O)N1CCN1CCN(c2ccccc2)CC1	-12.5%

Quoted from the listing for reference:
SMILES	HT1080 cytotoxicity
Cc1[nH]n(-c2ccccc2)c(=O)c1-c1ccc(Cl)cc1	5.3%
FC(F)(F)c1cc(-c2ccccc2)nc(N2CCOCC2)n1	-22.8%
COC(=O)Cc1c(C)c2ccc(OCc3nn[nH]n3)c(C)c2oc1=O	-13.7%
O=C1CC(=C2c3ccccc3-c3ccccc32)C(=O)N1CCN1CCN(c2ccccc2)CC1	-12.5%

(further entries)
SMILES	HT1080 cytotoxicity
Cc1ccn2c(NC3CCCCC3)c(C(C)C)nc2c1	-13.5%
COc1ccc(OC)c(S(=O)(=O)Nc2cccc(F)c2)c1	-1.2%
CCCS(=O)(=O)N1CCC(C(=O)NCCCN2CCC(Cc3ccccc3)CC2)CC1	2.7%
O=C(COC(=O)c1cccnc1)c1ccc(Cl)c(Cl)c1	-8.1%
Cc1nn(-c2ccccn2)c2c1-c1nc(N3CCOCC3)ncc1CC2	-14.0%
Cn1c(=O)c2c(nc(Oc3ccc4ccccc4c3)n2C)n(C)c1=O	4.9%
CN(CC(=O)Nc1ccccc1C(=O)N1CCCC1)S(=O)(=O)c1ccc(Cl)cc1	0.5%
CCOC(=O)Cn1nnnc1C(CC)N(Cc1ccccc1)Cc1cc2cc(C)ccc2[nH]c1=O (stereo unspecified)	-6.9%
Cc1ccc(C2CN=NC23CCc2ccccc2C3=O)cc1 (stereo unspecified)	-5.4%
COC(=O)[C@@H](NC(=O)NCc1ccccc1F)C(C)C	0.1%
O=C(COc1ccccc1)Nc1nonc1NC(=O)COc1ccccc1	2.5%
CC1(c2ccc(Cl)c(Cl)c2)NC(=S)N2C1NC(=S)N2c1ccccc1 (stereo unspecified)	2.4%
CCOC(=O)c1c(NCC2CCCO2)c2ccccc2[nH]c1=O (stereo unspecified)	-6.9%
O=C(C1=C(O)C(=O)N(Cc2ccco2)C1c1ccccc1)c1cccs1 (stereo unspecified)	3.3%
Cc1cccc(C(C)(C)C)c1OCCCCN1CCCC1	-7.1%
CC(/C=C/c1cccs1)=C\C(=O)O	1.2%
O=C(NCC(=O)N(CC1CCCO1)C1(C(=O)NC2CCCCC2)CCCCC1)c1ccccc1 (stereo unspecified)	-8.1%
COC(=O)[C@@H]1C[C@@]1(C)[C@@H](NC(=O)OCc1ccccc1)c1ccccc1	-26.6%
c1ccc(Cn2c(CNc3nc4ccccc4n3CCN3CCCCC3)nc3ccccc32)cc1	-7.5%
Cc1ccccc1Sc1ncnc2onc(C)c12	19.9%

Shown bar-delimited: part of the list above.
smiles | HT1080 cytotoxicity
COc1ccc(OC)c(S(=O)(=O)Nc2cccc(F)c2)c1 | -1.2%
CCCS(=O)(=O)N1CCC(C(=O)NCCCN2CCC(Cc3ccccc3)CC2)CC1 | 2.7%

More records.
SMILES	HT1080 cytotoxicity
COc1ccc(CC(=O)n2nc(-c3ccc(Cl)cc3)nc2NCc2ccco2)cc1	-2.2%
CC(C)OCCCN1CN(S(=O)(=O)c2ccc(Cl)cc2)c2nc3ccccc3nc21	-1.2%
CCOC(=O)/C(=N\NC(=O)c1ccccc1)c1ccccc1	-3.9%
CCOc1cc(CO)c(Br)cc1OCC(=O)O	-1.9%
Cc1cc(C)n(-c2nnc(C)n2NC(=O)c2cccc(Cl)c2)n1	11.0%
O=C(O)C1CC(c2ccccc2)=NO1 (stereo unspecified)	6.5%
CCOC(=O)C1=C(N)Oc2c(c(=O)[nH]c3ccccc23)C1c1ccccc1 (stereo unspecified)	-11.1%
Cc1cc(C)n(-c2nc(Nc3ccccc3C(F)(F)F)nc(-n3nc(C)cc3C)n2)n1	-14.0%
Cc1ccc(N2C(=O)CC(Sc3ncn[nH]3)C2=O)cc1 (stereo unspecified)	-14.0%
Cc1ccc(C(=O)N/C(=C/c2ccco2)C(=O)Nc2cccc(C)c2)cc1	7.7%
CN(CC(O)COc1ccc(S(=O)(=O)N2CCOCC2)cc1)C1CCCCC1 (stereo unspecified)	-2.4%
CCOC(=O)c1ccc(N2C(=O)C=CC2=O)cc1	14.1%
CC(C)Cc1c(O)nc(SCC(=O)Nc2ccc3c(c2)CCC3)[nH]c1=O	2.6%
C/C(=C\[C@@H](NP(=O)(c1ccccc1)c1ccccc1)c1ccccc1)CO[Si](c1ccccc1)(c1ccccc1)C(C)(C)C	-15.7%
Cc1c(NC(=O)c2cccs2)cccc1C(=O)O	-0.2%
COC(=O)[C@@]1(Cc2ccccc2)[C@H]2c3cc(C(=O)N(C)C)n(Cc4ccc(O)c(OC)c4)c3C[C@H]2CN1C(=O)c1ccccc1	-26.9%
Cc1ccc(C(=O)c2cc3ccccc3o2)cc1C	-6.4%
Cc1cc(=O)c2cc(Br)ccc2[nH]1	2.1%
CCc1c(C)c2c(C)nn(-c3ccccc3)c2oc1=O	-6.9%
CC1(C)Cc2c(sc(NC(=O)C(C)(C)C)c2C#N)C(C)(C)N1	3.2%
COc1ccc(Cl)cc1Nc1nc(N)nc(C(F)(F)F)n1	2.2%
Cc1cc(OC(C)C)nc(-c2ccccc2O)n1	-13.2%
Cc1ccc(S(=O)(=O)c2nc(Nc3ccccc3N3CCOCC3)sc2Cl)cc1	-6.2%
CCCCOC(=O)Nc1nnc(CC)s1	9.8%
COC(=O)c1cccc(NC(=O)c2cccnc2)c1	-5.8%
Cc1oc2c(C)c(O)ccc2c(=O)c1-c1cnn(-c2ccccc2)c1	3.3%
Cc1ccc(NC(=O)C(C)Sc2nc(=O)cc(N)n2-c2ccccc2)cc1 (stereo unspecified)	-0.1%
COCCCn1c(Cc2csc(Nc3ccccc3)n2)nnc1SCC(N)=O	4.0%
CSc1nc2ccc(S(=O)(=O)N3CCCC3)cc2s1	-10.8%
Cc1ccc(CN2CCN(C(=O)c3ccco3)CC2)cc1	4.7%
CN(C)c1ccc(NC(=O)CSc2nnc(-c3cccs3)n2Cc2ccco2)cc1	-10.0%
CCOC(=O)c1c(NC(C)=O)sc2c1CCC(C=O)=C2Sc1ccccc1	20.4%
CCC(=O)Nc1cc(Cl)ccc1C(=O)O	-13.8%
COC(=O)c1ccc(C(NC(=O)OCc2ccccc2)/C(F)=C/[C@@H](C)C(=O)NCc2ccc(OC)c(OC)c2)cc1 (stereo partly specified)	-35.2%
c1ccc(OCCCN2CCCC2)cc1	-19.7%
CCOC(=O)CCP(=O)(O)C(O)c1ccccc1 (stereo unspecified)	15.4%
COC(=O)[C@@]1(Cc2ccccc2)[C@H]2c3cc(C(=O)N4CCCC4)n(C)c3C[C@H]2CN1C(=O)c1ccccc1	-24.2%
COc1ccc(C(=O)Nc2ccc(Cl)cc2C(=O)NCc2ccco2)cc1	2.1%
Cc1ccc(C(NC(N)=O)c2ccccc2C)cc1 (stereo unspecified)	23.6%
Cc1cc2c(c(=O)n1Cc1cccnc1)C(c1cccs1)C(C#N)=C(N)O2 (stereo unspecified)	-4.1%
COc1ccc(CN2CNc3nc4ccccc4n3C2)cc1	-5.4%
O=C(CCN1CCc2ccccc2C(O)(c2ccccc2)C1)c1ccc2c(c1)OCCO2 (stereo unspecified)	0.4%
Nc1c(-c2ccccc2)cnn1-c1ccc(C(=O)O)cc1	-7.3%
COc1ccc(N(CC(=O)Nc2ccccc2C(=O)NCCc2ccccc2)S(C)(=O)=O)cc1OC	8.3%
COc1cccc(C(=O)Oc2c(CN3CCOCC3)cc(Cl)c3cccnc23)c1	10.8%
Cc1cnc(C(=O)Nc2nccs2)cn1	-2.7%
CCN(CC)S(=O)(=O)c1ccc(-c2nnc(SCC(=O)Nc3ccc(OC)cc3)o2)cc1	-6.7%
COc1ccccc1N(CC(=O)NCC1CCCO1)C(=O)CNS(=O)(=O)c1ccc(C)cc1 (stereo unspecified)	-0.5%
CC(C)(C)c1csc(NC(=O)c2ccc3nccnc3c2)n1	-5.5%
CN=C1S/C(=C\c2cccn2-c2cccc(Br)c2)C(=O)N1C	-13.8%
Nc1cc(=O)[nH]c(=S)n1-c1cccc(C(F)(F)F)c1	2.7%
COc1ccc(N(C(=O)Cc2cccs2)C(C(=O)NC2CCCCC2)c2cccn2C)cc1 (stereo unspecified)	-5.9%
CCCCNC(=O)OCC(CC)NC(=O)OCC(C)C (stereo unspecified)	16.3%
CCC1=Nc2cc(C(=O)NCCCOC)ccc2Sc2ccccc21	68.1%*
C=CCn1c(CCNC(=O)c2cccs2)nnc1SCC(=O)c1cccc([N+](=O)[O-])c1	14.8%
Cn1cnc([N+](=O)[O-])c1Nc1cccc(O)c1	8.1%
COc1cc(C)ccc1OCCCON1C(=O)CCC1=O	-17.6%
CCOc1ccc(CN(C(=O)c2oc3ccccc3c2C)C2CCS(=O)(=O)C2)cc1 (stereo unspecified)	-0.5%
CC1(C)Cc2c(sc(/N=C/N3CCCCC3)c2C#N)C(C)(C)N1	-7.1%
CCOc1ccc2c(C)c(Cl)c(=O)oc2c1	-8.1%
More entries:
SMILES	HT1080 cytotoxicity
CC(C)(C)NC(=O)Cn1nnc(-c2ccccc2NC(=O)c2cnccn2)n1	5.3%
CCCCSc1ccc(NC(=O)c2cccnc2)cc1	14.2%
CCNC(=O)Cc1ccc(Br)cc1	-22.6%
Cc1cc(Nc2c(C)n(C)n(-c3ccccc3)c2=O)n2c(nc3ccccc32)c1C#N	14.6%
O=C(NCc1ccccc1)[C@H]1C[C@@H]1[C@H](NP(=O)(c1ccccc1)c1ccccc1)c1ccccc1	-5.4%
CC(=O)Nc1nonc1NC(=O)c1ccc(C(C)(C)C)cc1	-7.9%
C/C(=N/NS(C)(=O)=O)c1ccc2ccccc2c1	4.2%
Cc1cc(C(=O)N[C@H](c2ccccc2)[C@@]2(C)C[C@@H]2[C@@H](C)C(=O)Nc2ccc3ccccc3c2)no1	-13.8%
Cc1cc(C)nc(N2CCCC(C(=O)NCC(c3ccccc3)c3ccccc3)C2)n1 (stereo unspecified)	-5.1%
Cc1nc(N2CCCCC2)c2ccsc2n1	10.6%
CC(=O)NCCC(=O)Nc1ccc(F)cc1C	-10.9%
C=CCOc1ccc(CNn2nnnc2N)cc1	-1.0%
O=C(c1cc2ccccc2oc1=O)N(Cc1cccs1)Cc1ccccc1Cl	-8.5%
CSc1nc(C)cc(SCC(=O)Nc2ccccc2)n1	9.0%
COC(=O)c1c(N(S(C)(=O)=O)S(C)(=O)=O)sc2c1CCN(c1ncc(C(F)(F)F)cc1Cl)C2	4.3%
Cc1cccc(Nc2nc(N3CCCC3)nc(N3CCCC3)n2)c1	-8.3%
COc1ccc(/C(=N\O)c2ncc(C(F)(F)F)cc2Cl)cc1	-2.3%
Cc1csc(SCC(=O)c2c(N)n(CC(C)C)c(=O)n(C)c2=O)n1	-6.8%
COc1ccc(C(=O)NCC(=O)N2CCC(C)CC2)cc1OC	6.1%
Cc1cc(C(=O)Nc2ccccc2N2CCOCC2)c2ccccc2n1	31.0%

Of the compounds above, these have bromine.
SMILES	HT1080 cytotoxicity
CCOc1cc(CO)c(Br)cc1OCC(=O)O	-1.9%
Cc1cc(=O)c2cc(Br)ccc2[nH]1	2.1%
CN=C1S/C(=C\c2cccn2-c2cccc(Br)c2)C(=O)N1C	-13.8%
CCNC(=O)Cc1ccc(Br)cc1	-22.6%

Later entries.
SMILES	HT1080 cytotoxicity
Cc1ccc(SC(C)C(=O)Nc2cccc(N(C)S(C)(=O)=O)c2)cc1 (stereo unspecified)	-2.2%
O=C1NC2(C=Cc3c(ccc4ccccc34)O2)Oc2ccccc21 (stereo unspecified)	-10.5%
CCOc1cc(C(=O)OCC(=O)c2c[nH]c3ccccc23)ccc1OCC(=O)N1CCOCC1	25.5%
O=C(COc1ccc(S(=O)(=O)NCc2ccccc2)cc1Cl)NCC1CCCO1 (stereo unspecified)	-5.9%
Cc1ccc(S(=O)(=O)N=S(CC2CC2(Cl)Cl)CC2CC2(Cl)Cl)cc1 (stereo unspecified)	3.9%
Cc1cccc(NC(=O)c2cc(NC(=O)c3ccccc3)ccc2N2CCCCC2)c1	-7.9%
CC(C)c1cc(C(=O)Nc2cccc(C(F)(F)F)c2)no1	-1.7%
CCOc1ccc(-n2c(N)c(C(=O)NCc3cccnc3)sc2=S)cc1	-7.0%
Cc1ccc(C(=O)C(C)Oc2cccc(NC(=O)c3ccco3)c2)cc1 (stereo unspecified)	6.4%
c1cc(CNCCCN2CCOCC2)ccn1	22.6%
